Screening results from PubChem BioAssay.
HePTP inh = inhibitors of human HePTP phosphatase. P35236. recombinant HePTP phosphatase activity, OD absorbance. inhibition, % at 20 µM. 110,000 tested, 0.64% active. AID 521; in the data active = inhibition above about 50%;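 note: plate controls were vehicle for no effect and reference inhibitor for full effect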
BAP1 inh = blocks human BAP1 ubiquitin-AMC hydrolysis | Q92560 | recombinant BAP1, Ub-AMC hydrolysis fluorescence kinetic; active compounds read low | activity remaining (% of control), % at 20 µM | 72,000 tested, 0.48% active | AID 436;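 active = activity remaining at or below 50% of control, provided the compound also passes the data quality filters; inactive = the rest, including low values that fail the filters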;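 note: 100% = DMSO wells rate and 0% = substrate alone blank rate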
* hit, by the source's call; nt = not tested or not shown; & = joins results of further samples. A portion of the library, so the mix of outcomes need not match the whole.

1	COC(=O)C1=C(C)NC2=C(C(=O)c3ccccc32)C1c1cccs1 (stereo unspecified)
2	Cn1ccc2cc3c(cc21)CCN3C(=O)Nc1cccnc1
3	CC1(C)O[C@@H]2C[C@H]3[C@@H]4C[C@H](F)C5=CC(=O)C=C[C@]5(C)[C@@]4(F)[C@@H](O)C[C@]3(C)[C@]2(C(=O)CO)O1
4	O=C(Nc1ccccc1)Nc1ccc(NC(=O)Nc2ccccc2)cc1
5	CCCC(=O)O[C@]1(C(=O)COC(C)=O)CC[C@H]2[C@@H]3C[C@H](F)C4=CC(=O)C=C[C@]4(C)[C@@]3(F)[C@@H](O)C[C@@]21C
assay / entry	1	2	3	4	5
HePTP inh	-4	nt	6	-13	8
BAP1 inh	nt	95	97	nt	136

6	Nc1ncnc2c1c(-c1ccc(Oc3ccccc3)cc1)cn2C1CCCC1
7	CCC1(O)CC2CN(CCc3c([nH]c4ccccc34)[C@@](C(=O)OC)(c3cc4c(cc3OC)N(C)C3[C@]45CCN4CC=C[C@@](CC)([C@@H](OC(C)=O)[C@]3(O)C(=O)OC)[C@H]45)C2)C1 (stereo partly specified)
8	CCn1cc(C(=O)O)c(=O)c2cc(F)c(N3CCNC(C)C3)c(F)c21 (stereo unspecified)
9	COc1cc(C2Oc3cc(C4Oc5cc(O)cc(O)c5C(=O)C4O)ccc3OC2CO)ccc1O (stereo unspecified)
10	C/C(=N/NC(=O)c1cncc(Br)c1)c1ccc2ccccc2c1
assay / entry	6	7	8	9	10
HePTP inh	nt	nt	nt	-12	1
BAP1 inh	70	81	60	122	nt

11	CC(C)(C)NCC(O)COc1cccc2c1C[C@H](O)[C@H](O)C2 (stereo partly specified)
12	O=C1c2c(O)ccc(O)c2C(=O)c2c(NCCNCCO)ccc(NCCNCCO)c21
13	CCCCN(CCCC)CCCOC(=O)c1ccc(N)cc1
14	COc1ccc(C(=O)c2ccccc2)c(O)c1
15	C=C[C@H]1CN2CCC1C[C@H]2[C@H](O)c1ccnc2ccc(OC)cc12 (stereo partly specified)
assay / entry	11	12	13	14	15
HePTP inh	6	nt	11	2	nt
BAP1 inh	70	72	149	94	90

Some of the entries so far, with two lines to a compound:
Second line of a record: HePTP inh	BAP1 inh
[13] CCCCN(CCCC)CCCOC(=O)c1ccc(N)cc1
→ 11	149
[14] COc1ccc(C(=O)c2ccccc2)c(O)c1
→ 2	94
[15] C=C[C@H]1CN2CCC1C[C@H]2[C@H](O)c1ccnc2ccc(OC)cc12 (stereo partly specified)
→ nt	90

Later entries.
16	CCCC(=O)O[C@]1(C(=O)CCl)[C@@H](C)C[C@H]2[C@@H]3CCC4=CC(=O)C=C[C@]4(C)[C@@]3(F)C(=O)C[C@@]21C
17	CCCOc1ccc2nc(NC(=O)OC)[nH]c2c1
18	Cc1scc2c1N(C(=O)CN1CCN(C)CC1)c1ccccc1NC2=O
19	N=c1nc(N2CCCCC2)cc(N)n1O
20	CCCCCCCCCCCCCCCC(O)C(N)CO (stereo unspecified)
assay / entry	16	17	18	19	20
HePTP inh	-5	0	nt	8	17
BAP1 inh	88	123	91	115&103	nt

21	CCN(CCCCOC(=O)c1ccc(OC)c(OC)c1)C(C)Cc1ccc(OC)cc1 (stereo unspecified)
22	CC(C)NNC(=O)c1ccncc1
23	Cc1n(N)c2ccccc2[n+]1C
24	O=C(NCCCN1CCOCC1)c1ccc(Cl)cc1
assay / entry	21	22	23	24
HePTP inh	13	nt	-9	-2
BAP1 inh	94	100	nt	nt

One compound at a time, as listed above.
Record of O=C(NCCCN1CCOCC1)c1ccc(Cl)cc1 → HePTP inh: -2; BAP1 inh: nt
Record of CCN(CCCCOC(=O)c1ccc(OC)c(OC)c1)C(C)Cc1ccc(OC)cc1 (stereo unspecified) → HePTP inh: 13; BAP1 inh: 94
